# Screening results deposited in PubChem by several laboratories.
# rCAG RNA binder: binders of r(CAG) RNA repeats, primary screen, biochemical, fluorescence; r(CAG) RNA repeat, TO-PRO-1 dye displacement fluorescence; inhibition, % at 3 µM; hit rate 1.3% among 370,000; AID 651821, 2012;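 active = inhibition above the plate cutoff, the mean of all test compounds on that plate plus 3 SD, cut at about 35% in these data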;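 also: 0% = DMSO alone and 100% = 100 µM mitoxantrone as full dye displacement; higher means more dye released from RNA so lower well fluorescence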
# Rev-erbA mod: modulators of Rev-erb alpha DNA binding, primary screen, biochemical, FITC-DNA, fluorescence polarization, uHTS; Nuclear receptor subfamily 1 group D member 1 (Homo sapiens), P20393; Rev-erbα–FITC-DNA binding, 90 min; activity, % at 10 µM; hit rate 0.79% among 370,000;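 active = activity above about 14%, limit read from the data; passing the limit was not always enough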;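 also: 0% = DMSO wells with 35 nM protein and 100% = DMSO wells with 750 nM protein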
# NPR2 activator: human GC-B receptor activators, primary screen, HEK293 GC-B cells, cGMP TR-FRET, EC30 CNP; Atrial natriuretic peptide receptor 2 (Homo sapiens), P20594; 0% at EC30 CNP, 100% saturating CNP; hit rate 0.11% among 370,000; activation, % at 10 µM;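 active = activation at 10 µM reaching about 35% in either raw or pattern-adjusted values, limit read from the data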
# ARFGAP1 inh: inhibitors of rat ARFGAP1 GAP activity, primary screen, biochemical, fluorescence polarization, GDP tracer | ADP-ribosylation factor GTPase-activating protein 1 (Rattus norvegicus), Q62848 | Arfgap1-stimulated ARF1 GTP hydrolysis, GDP FP detection | inhibition, % at 16.5 µM | hit rate 0.26% among 360,000;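 active = inhibition above a per-plate limit, mean inhibition of low control wells plus 3 SD, cut at about 25% in these data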;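 also: 0% = DMSO wells with enzyme and 100% = wells lacking Arfgap1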
# Target sequence (Q62848 1-136 limits assumed): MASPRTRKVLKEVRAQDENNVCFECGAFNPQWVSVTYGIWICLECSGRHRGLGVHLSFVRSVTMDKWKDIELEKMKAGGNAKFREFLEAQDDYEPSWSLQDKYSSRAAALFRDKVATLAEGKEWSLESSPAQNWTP
#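 Replicates: Single well per compound | Assay system: Truncated rat Arfgap1 GAP domain | Control set: No-Arfgap1 wells (100%) versus DMSO full-reaction wells (0%) | Times: Enzyme reaction 120 min at 25 °C after 20 min preincubation | Reagent: Human ARF1(Δ1-17)-GTP substrate | Measured by: Tracer-displacement fluorescence polarization with EDTA stop, 620/688 nm | Measure: Percent inhibition of Arfgap1-stimulated GTP hydrolysis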
# mABHD4 FP: ABHD4 inhibitors, primary screen, biochemical, fluorescence polarization, mouse. hit rate 0.54% among 370,000. (Lyso)-N-acylphosphatidylethanolamine lipase (Mus musculus), Q8VD66. purified mABHD4, FP-Rh probe fluorescence polarization. inhibition, % at 8.92 µM;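 active = inhibition exceeding the mean over every tested compound plus 3 SD, cut at about 30% in these data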;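 also: 0% = plate median of compound wells and 100% = S159A mutant with DMSO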
# Target sequence (Q8VD66 whole entry, looked up): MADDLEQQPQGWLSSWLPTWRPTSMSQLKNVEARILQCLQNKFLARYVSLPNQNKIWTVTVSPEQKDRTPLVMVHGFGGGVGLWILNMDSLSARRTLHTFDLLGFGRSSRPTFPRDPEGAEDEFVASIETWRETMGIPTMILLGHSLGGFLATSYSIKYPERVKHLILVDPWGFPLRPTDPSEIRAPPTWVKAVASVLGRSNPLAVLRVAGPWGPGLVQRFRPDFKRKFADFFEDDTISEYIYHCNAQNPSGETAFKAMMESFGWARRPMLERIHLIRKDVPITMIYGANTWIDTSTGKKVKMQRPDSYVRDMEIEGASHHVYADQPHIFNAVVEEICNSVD
#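 Assay system: wild-type mouse ABHD4 protein; compound: single nominal dose of 8.92 µM, 0.89% DMSO final; schedule: 45 min + 60 min at 25 °C; measured by: FP readout, ex 525 nm / em 598 nm; evaluation: % inhibition of FP-Rh probe binding versus controls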
# HTRA1 inhibitor: HTRA1 serine protease inhibitors, primary screen, biochemical, fluorescence polarization, HTS | Q92743 | recombinant HTRA1, FP-rhodamine activity-based probe | inhibition, % at 5.96 µM | hit rate 0.5% among 340,000 | AID 504803, 2011; in the data active = inhibition above about 36%;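 also: 0% = enzyme with DMSO and 100% = wells lacking enzyme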
# ASAP1 GAP inh: inhibitors of human ASAP1 ArfGAP activity, primary screen, biochemical, fluorescence polarization; inhibition, % at 16.5 µM; AID 624377, 2012; hit rate 0.19% among 360,000; ASAP1-stimulated ARF1 GTP hydrolysis, GDP FP detection; Arf-GAP with SH3 domain, ANK repeat and PH domain-containing protein 1 (Homo sapiens), …; in the data active = inhibition above about 25%;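 also: 0% = vehicle with enzyme and substrate and 100% = no enzyme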
# Target sequence (Q9ULH1 325-724 limits assumed): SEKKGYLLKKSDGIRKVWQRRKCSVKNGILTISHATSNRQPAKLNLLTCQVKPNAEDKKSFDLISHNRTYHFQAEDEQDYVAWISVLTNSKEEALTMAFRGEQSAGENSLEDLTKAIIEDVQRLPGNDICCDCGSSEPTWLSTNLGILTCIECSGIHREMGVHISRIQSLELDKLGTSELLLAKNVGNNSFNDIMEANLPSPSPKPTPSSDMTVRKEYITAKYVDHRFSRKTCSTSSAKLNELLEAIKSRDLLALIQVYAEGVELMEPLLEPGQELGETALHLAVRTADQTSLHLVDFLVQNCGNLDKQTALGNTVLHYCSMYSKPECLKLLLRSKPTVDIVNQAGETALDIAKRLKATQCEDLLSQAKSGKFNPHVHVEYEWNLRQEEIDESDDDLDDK
# GC-A act: GC-A stimulated cGMP production enhancers – HEK293 GC-A cells, cGMP TR-FRET, EC30 ANP, primary screen. Atrial natriuretic peptide receptor 1 (Homo sapiens), P16066. 0% at EC30 ANP, 100% saturating ANP. activation, % at 10 µM. hit rate 0.14% among 370,000. AID 1671463, 2021; in the data active = activation above about 40%
# PG9 binder: binders of HIV-1 gp120 antibody PG9, primary screen, biochemical, TR-FRET | TR-FRET gp120-PG9 antibody binding | inhibition, % at 6.7 µM | hit rate 0.43% among 360,000 | AID 624416, 2012; in the data active = inhibition above about 8.5%
# SMARCA2 act: SMARCA2 (BRM) function activators, primary screen, cell-based, luminescence, high throughput; MG213 cells, MMTV-luciferase reporter, dexamethasone, overnight; activation, % at 9.1 µM; hit rate 1% among 370,000; AID 652017, 2013; in the data active = activation above about 7.8%;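 also: 0% = vehicle wells and 100% = reference activator wells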
# * marks the source's active call; other numbers are inactive results; . = no result given; & = joins results of further samples. An excerpt; rates above refer to the full screens.
SMILES,rCAG RNA binder,Rev-erbA mod,NPR2 activator,ARFGAP1 inh,mABHD4 FP,HTRA1 inhibitor,ASAP1 GAP inh,GC-A act,PG9 binder,SMARCA2 act
Cc1ccc(-n2c(C)cc(/C=C3\C(=O)NC(=O)N(C)C3=O)c2C)cc1C,7,-1,-7,-3,5,3,6,-6,4.8,-3
Clc1ccc(CNCCc2ccc3c(c2)OCO3)cc1,6,0,-11,10,13,3,7,-14,-0.7,-1
CNC(=O)OCc1n(C)cc[n+]1C,0,9,2,0,4,14,5,-1,0.9,-2
Cc1ccc2c(c1)=NC(=O)/C(=C/c1c(O)[nH]c(=O)[nH]c1=O)C=2,1,1,1,11,5,5,9,-2,-2.7,-1
O=C(O)CP(=O)(O)c1ccc(Cl)cc1,4,-1,3,-3,0,-3,11,-1,-1.3,1
Cn1c(O)c(C(c2ccccn2)c2c(O)n(C)c(=S)[nH]c2=O)c(=O)[nH]c1=S,0,1,3,-10,4,-4,-5,4,-4.9,2
CC(=O)n1cc(C=C2C(=O)NC(=O)NC2=O)c2ccccc21,0,0,1,11,-3,5,4,0,-2.4,-2
COc1cc(CNCCc2ccc3c(c2)OCO3)cc(OC)c1OC,-2,-3,-2,14,14,7,-3,-4,1.9,-2
Cc1cccc(CC(c2cccc(C)c2)N(C)C)c1 (stereo unspecified),3,5,-5,-5,-4,8,-4,-11,-0.8,1
OC1/C(=C/c2ccccc2C(F)(F)F)N2CCC1CC2 (stereo unspecified),-4,1,2,4,-3,8,-4,3,-0.4,-3
Cc1cccc(-n2c(-c3ccc([N+](=O)[O-])cc3)nc3ccccc3c2=O)c1,-2,-2,-1,16,-1,2,11,-5,0.6,-4
Cc1ccc(C(=O)C2CN(C)CC2C(=O)c2ccc(C)cc2)cc1 (stereo unspecified),-6,0,4,0,-6,-10,6,-4,-2.2,1
O=C1NCN(c2ccccc2)C12CCN(C(c1ccccc1OC(F)(F)F)c1nnnn1C1CCCCC1)CC2 (stereo unspecified),5,4,-8,-9,-6,.,8,-4,-0.6,4
O=c1[nH]c2c(c(=O)n1C1CCCCC1)CCC2,-2,-1,1,-9,-5,-3,-8,3,2.4,-2
CCOC(=O)C1C(=O)N(C)C2(C)CC1c1cc(OC)ccc1O2 (stereo unspecified),-2,2,1,-7,3,2,-5,2,-1.2,3
C=Cn1ccnc1P(=S)(c1ccc(Cl)cc1)c1nccn1C=C,-3,-3,2,-8,1,4,-2,-1,-1.9,-2
COCCO[C@H]1CCC2C3CC=C4C[C@@H](O)CC[C@]4(C)C3CC[C@@]21C (stereo partly specified),-1,-3,-5,-3,0,-11,-15,0,-0.1,-1
CC(=NCC1CCCO1)c1c(O)n(-c2ccccc2C)c(=O)[nH]c1=O (stereo unspecified),-2,-2,-1,6,4,4,-7,3,0.6,-5
COc1ccc(C(O)(c2ccccc2)c2ccncc2)cc1 (stereo unspecified),0,1,-7,10,0,0,-6,-17,0.1,-3
Cc1ccsc1C(=O)C1CCCN(Cc2sc(N(C)C)nc2Cl)C1 (stereo unspecified),-5,4,-3,-2,3,-3,8,-5,1.3,-5
Cn1cc(C(=O)OCC(=O)NC2(C#N)CCCC2)c2ccccc21,6,-4,4,-4,4,5,0,-2,-0.8,-1
CCCC[N+]12CCC(CC1)C(Cc1ccccc1)C2 (stereo unspecified),-3,-1,5,3,1,.,-11,3,0.6,-1
CCCCCCn1c(=O)c(C(=O)Nc2ncccc2C)c(O)c2ccccc21,1,2,-3,-3,-7,-9,-9,3,-0.6,-3
O=c1oc2ccccc2c(O)c1C(c1ccc([N+](=O)[O-])cc1)c1c(O)c2ccccc2oc1=O,96*,-5,0,-8,-89,-127,5,-5,-0.2,3
CN1CCN(c2ccc([N+](=O)[O-])c(SCCO)c2)CC1,-3,1,6,14,5,6,-7,3,-0.2,1
SMILES,rCAG RNA binder,Rev-erbA mod,NPR2 activator,ARFGAP1 inh,mABHD4 FP,HTRA1 inhibitor,ASAP1 GAP inh,GC-A act,PG9 binder,SMARCA2 act
O=c1[nH]sc2cc(F)ccc12,0,3,14,-1,10,2,-5,13,2.6,13*
CCCC12CN3CCN(CC(C3)/C1=N\NC(=O)c1ccncc1)C2,2,-1,0,-2,1,0,-3,2,-3.8,-1
COc1ccc(CN2CCCCC2c2cccnc2)cc1C (stereo unspecified),-3,-4,-1,-2,3,0,2,-8,-0.7,1
CN1C(=O)N(C)C(=O)C2(Sc3ccccc3C2=O)C1=O,-1,4,0,-25,15,9,-14,12,-1.4,1
CS(=O)(=O)NNP(=O)(NNS(C)(=O)=O)NC(=O)c1ccccc1,-3,-1,1,2,-5,3,1,-1,0.6,-4
CC1(C)CN2C(c3ccc(Cl)cc3)N2C1 (stereo unspecified),1,2,-2,5,-6,5,6,-2,1.2,-1
O=C1NC(=O)N(Cc2ccccc2)C(=O)/C1=C\C=C\c1ccco1,55*,-7,7,5,-35,-2,8,11,-3.9,1
CCn1cc(CN2CCCC(C(=O)c3cccc(C(F)(F)F)c3)C2)cn1 (stereo unspecified),-1,4,0,-5,4,.,2,-1,1.5,-2
Cc1ccc(-n2c(O)c(C=NCc3ccco3)c(=O)[nH]c2=S)cc1C,9,-7,1,4,-71,0,-2,-3,5.2,-1
COc1cc(/C=N/NC(=O)Cn2c([N+](=O)[O-])cnc2C)ccc1OC(=O)N(C)C,-2,5,-6,0,0,2,-5,-2,-1.7,-1
O=c1c2ccccc2[nH]c(=S)n1-c1ccc2c(c1)OCO2,1,-1,13,0,-2,5,5,6,-0.6,3
CN1C(=O)/C(=C/C=C/c2ccco2)C(=O)NC1=S,35*,-10,0,-2,-87,-32,-7,3,1.7,1
CC(c1ccccc1)[n+]1ccccc1 (stereo unspecified),-4,-5,1,4,0,2,4,-1,-0.1,-1
CC(C)N(CCC(C(N)=O)(c1ccccc1)c1ccccn1)C(C)C (stereo unspecified),2&1,3&0&-4,-2&4,-6&13,-1&2,1&0,-6&-3,0&-2,-2.2&-0.9,-1&0
CCCC[n+]1cc(/N=C(\[O-])OC)on1,1,5,3,-7,-5,10,4,0,2.2,0
C=C(C=O)CC1CC(O)[C@]2(C)OC3CC4OC5C[C@]6(C)O[C@]7(C)CCC8OC9C[C@]%10(C)OC%11C(C)=CC(=O)OC%11CC%10OC9C[C@@H](C)C8OC7CC6O[C@]5(C)C/C=C\C4OC3CC2O1 (stereo partly specified),.,-1,4,.,-6,.,.,-1,.,.
COc1ccc(-c2cc(=O)c3c(OC)c(OC)c(OC)cc3o2)cc1,-1,-11,0,-3,-1,-1,3,8,-1.6,0
CCOC(=O)[C@]12Cc3cc(C)ccc3[C@H]1N(Cc1ccccc1)C(=O)c1ccccc12,-5,-1,-11,-4,-9,-47,-14,-7,-2.5,-1
O=c1[nH]c(N2CCN(Cc3ccc4c(c3)OCO4)CC2)nc2c1CCC2,-6,4,-2,3,0,7,22,-4,-2.2,-1
N#CC(=C(O)c1ccc(S(=O)(=O)N(CCCl)CCCl)cc1)c1nc2ccccc2[nH]1,6,1,2,1,-3,4,-5,-10,0.5,-3
COc1ccccc1N1CCNCC1,2,1,-1,8,2,1,-8,4,-0.2,-3
C=CCOC(=O)N1Cc2ccccc2-n2nncc2C1,4,6,3,15,2,1,2,4,-1.0,-3
O=C1NC(=O)C(=Cc2ccccc2Oc2ccc(F)cc2)C(=O)N1,3,-4,5,12,2,-5,-5,-4,1.6,-3
CCC(C)(C)c1ccc(O)cc1,-1,-1,-3,-7,3,7,-15,-1,0.4,-5
CCN1C[C@]2(C)CC[C@H](OC)[C@]34C2[C@H](OC(C)=O)[C@@]2(OCO[C@@]25C[C@H](OC)[C@H]2C[C@]3(O)C5[C@H]2OC)[C@@H]14,-8,2,4,-7,-5,-2,-7,1,-0.9,-2

# 3 entries out of the list, sorted by molecular weight, smallest number first:
SMILES,rCAG RNA binder,Rev-erbA mod,NPR2 activator,ARFGAP1 inh,mABHD4 FP,HTRA1 inhibitor,ASAP1 GAP inh,GC-A act,PG9 binder,SMARCA2 act
CN1C(=O)N(C)C(=O)C2(Sc3ccccc3C2=O)C1=O,-1,4,0,-25,15,9,-14,12,-1.4,1
O=C1NC(=O)N(Cc2ccccc2)C(=O)/C1=C\C=C\c1ccco1,55*,-7,7,5,-35,-2,8,11,-3.9,1
CS(=O)(=O)NNP(=O)(NNS(C)(=O)=O)NC(=O)c1ccccc1,-3,-1,1,2,-5,3,1,-1,0.6,-4

# Continued.
SMILES,rCAG RNA binder,Rev-erbA mod,NPR2 activator,ARFGAP1 inh,mABHD4 FP,HTRA1 inhibitor,ASAP1 GAP inh,GC-A act,PG9 binder,SMARCA2 act
CCCCn1c(O)c(C(CC)=NCCN2CCCCC2)c(=O)[nH]c1=O,-1,4,2,-2,7,0,-4,2,-2.3,1
O=C(COc1ccccc1)N1CCN(CC(O)COc2ccccc2)CC1 (stereo unspecified),-3,5,-2,14,-3,5,6,6,-3.2,-4
COCCN1Cc2cc(=O)n3c([nH]c4ccccc43)c2C1=N,3,-5,-2,1,15,22,10,7,-7.8,5
COc1cc2c3c(c1OC)-c1cc(O)ccc1CC3NCC2 (stereo unspecified),2,-2,-3,-1,3,6,-5,-1,-0.7,1
O=C1NCN(c2ccccc2)C12CCN(C(CCc1ccccc1)c1nnnn1-c1ccc3c(c1)OCCO3)CC2 (stereo unspecified),9,3,-15,-5,-16,.,11,-1,0.1,-7
CN1CCN(Cc2nc3ccccc3n2C)CC1,3,0,7,-11,5,2,6,4,0.2,-3
COP(=O)(OC)/C(C=O)=N/Nc1ccc([N+](=O)[O-])cc1,1,-3,-4,4,-1,1,-11,-1,-4.8,-4
COc1ccc(OC)c(N2C(=O)NC(=O)C(CCc3ccncc3)(CCc3ccncc3)C2=O)c1,-2,-3,-7,-5,-5,-4,-2,-3,-1.2,-3
CC12CCC3c4ccc(OP(=O)(N5CC5)N5CC5)cc4CCC3C1CCC2=O (stereo unspecified),5,-3,1,-15,0,-6,10,5,0.9,-3
CN1C2CCC1CC(OC(=O)c1ccc(Cl)cc1)(C(=O)O)C2 (stereo unspecified),1,1,-8,-4,0,10,-8,-1,0.4,1
C[C@]12CCC(=O)C=C1CCC1C2CC[C@@]2(C)C1CC[C@@H]2O (stereo partly specified),-2,0&-8,6,-5,-7,2,-20,3,-0.8,-4
N#CCCCCC#N,-1,-2,2,-3,-2,4,-3,0,-0.2,2
O=C(NC(Oc1ccccc1)C(Cl)(Cl)Cl)c1ccccc1 (stereo unspecified),-4,-5,-6,-8,-12,-14,4,-1,-0.3,2
